# Growth percent in the NCI-60 one-dose screen (48 h, 10 µM unless noted): 100 = growth as untreated, 0 = no growth, -100 = all killed.
# HCC-2998 = HCC-2998 colon cancer | AID 1794799 | actives 4.7% (n = 79,000)
# KM12 = KM12 colon cancer cells; actives 5% (n = 82,000); AID 1794800
# SF-539 = SF-539 CNS cancer. actives 6.8% (n = 81,000). AID 1794752
# SNB-19 = SNB-19 CNS cancer cells; actives 2.5% (n = 81,000); AID 1794751
# SNB-75 = SNB-75 CNS cancer; actives 5% (n = 79,000)
# SW-620 = SW-620 colon cancer. actives 5.2% (n = 82,000)
# SF-268 = SF-268 CNS cancer cells; actives 3.1% (n = 82,000); AID 1794759
# HT29 = HT29 colon cancer; actives 7.4% (n = 81,000); AID 1794748
# SF-295 = SF-295 CNS cancer cells; actives 5.6% (n = 79,000); AID 1794758
# The depositor's hits bear a star; nt = not tested or not shown; & = joins results of further samples; [ ] = dose if it differs, or a comment. How the source made its calls: active means growth percent below 10; inactive means the rest. Compounds as they come; overall some 11% were active at least once.
SMILES,HCC-2998,KM12,SF-539,SNB-19,SNB-75,SW-620,SF-268,HT29,SF-295
C=C(C)[C@@H]1CC[C@]2(C(N)=O)CC[C@]3(C)[C@H](CC[C@@H]4[C@@]5(C)CC[C@H](O)C(C)(C)[C@@H]5CC[C@]43C)[C@@H]12,-39.0*[100 µM],-63.5*[100 µM],-70.5*[100 µM],1.3*[100 µM],-39.1*[100 µM],-4.5*[100 µM],4.4*[100 µM],-49.5*[100 µM],-57.7*[100 µM]
O=C1CSC(=NCC(=O)n2cnc3ccccc32)N1,106.3,100.6,99.0,95.5,70.5,107.2,99.4,107.0,99.9
CCCCN1C(=O)CCC1=O,106.6,105.1,107.6,103.1,103.4,104.3,105.5,92.3,113.6
CCn1c(Cn2nc(C)cc2C)nnc1SCC(=O)Nc1ccc(S(N)(=O)=O)cc1,106.8,98.0,91.5,92.3,83.5,95.0,99.8,108.1,110.8
COc1cc2c(cc1OCCCOc1ccc(-c3ccc4c(c3)c3cc(-c5ccc(OCCCOc6cc7c(cc6OC)C(=O)N6CCC[C@H]6C=N7)cc5)ccc3n4S(=O)(=O)c3ccc(F)cc3)cc1)N=C[C@@H]1CCCN1C2=O,107.4,100.9,96.0,95.4,58.5,100.9,99.9,105.5,104.4
Cc1ccc(NC(=O)N2CCN(C)CC2)cc1,102.5,100.3,99.3,98.0,104.0,106.8,96.5,93.5,102.2
O=C(/C=C/c1ccc(OCc2ccccc2)cc1)c1nc2ccccc2[nH]1,104.3,101.5,89.7,92.6,121.6,nt,106.3,98.0,98.4
COc1cc(CNC(=O)/C=C/c2ccc3c(c2)OCO3)ccc1OCc1cn(-c2cccc(Cl)c2)nn1,109.9,98.8,91.9,91.2,74.3,nt,93.6,116.1,100.0
O=C1Nc2cc(-c3ccc(NS(=O)(=O)c4ccc(F)c(Cl)c4)cc3)ccc2/C1=C/c1ccc[nH]1,17.1,13.6,-34.8*,46.6,62.7,33.9,60.1,-18.4*,53.6
CCCCCCC1CCC(OC(C)=O)CC1 (configuration not stated),101.0,100.8,106.8,104.3,94.1,108.8,97.3,95.3,109.6
CCC1(C(=O)OC)CCc2c(cc(OC)c3ccccc23)C1=O (configuration not stated),101.9,101.7,94.2,94.6,86.0,97.9,111.1,97.6,100.7
C[C@@H]1CN(c2c(F)c(F)c3c(=O)c(C(=O)O)cn(C4CC4)c3c2F)C[C@H](C)N1,116.6,109.3,106.9,108.7,117.3,113.6,110.2,116.1,101.3
Cc1cc(C)c2c(Cn3cc(Cn4c(=O)n(Cc5cn(Cc6cc(=O)oc7cc(C)cc(C)c67)nn5)c5ccccc54)nn3)cc(=O)oc2c1,94.6,101.5,98.3,81.0,90.5,102.4,74.4,90.4,101.3
CCOC(=O)N/N=C\C(C)=N\NC(=O)OCC,110.7,101.9,99.9,98.5,92.1,99.0,105.0,98.0,90.9
Nc1cc(N)[nH]c(=S)n1,90.6,107.9,110.7,101.0,99.7,110.5,100.6,99.0,107.5
NCCCN,111.6,106.9,101.9,104.4,79.8,104.4,103.2,111.2,nt
CCN(CC)CCC(CNc1c(C)cnc2cc(Cl)ccc12)c1ccc(Cl)cc1 (configuration not stated),26.7,79.8,-52.3*,68.1,65.3,51.2,67.5,14.8,51.4
O=C1NC(=S)N/C1=C/c1ccc2c(c1)CCC2,102.2,102.7,108.3,98.1,100.4,99.6,100.3,97.0,95.5
CCCCC(=O)N/N=C/c1cc(I)cc(I)c1O,66.5,53.2,28.8,62.9,62.8,54.6,43.1,56.2,41.2
COc1cccc(C=C2C(=O)NC(=O)NC2=O)c1O,118.4,104.7,101.9,104.5,84.3,99.1,107.9,106.0,97.3
C=C(C)[C@@H]1CC[C@]2(C)[C@H](CC[C@@H]3[C@@H]([C@@](C)(O)CCC=C(C)C)CC[C@]32C)[C@@]1(C)CCC(=O)OC,106.5,113.8,101.7,98.0,102.9,104.1,109.4,102.8,99.9
COc1ccc(-c2[nH]c3ncc(-c4ccc(F)cc4)n3c(=O)c2C#N)cc1,103.4,102.7,95.5,92.5,90.2,99.2,93.6,107.2,95.0
COc1cc(N2C(=O)C=CC2=O)ccc1N1C(=O)C=CC1=O,113.9,108.6,101.2,107.1,90.2,85.4,104.8,102.0,99.9
COc1ccc(-c2cc(=O)c3c(C)cc(O)cc3o2)cc1,98.2,107.7,91.7,99.3,110.1,103.3,99.9,106.6,90.2
C=CCOC(=O)CC(=O)c1ccccc1,92.4,109.3,87.6,97.5,76.1,101.2,102.3,106.1,107.2
CN(C)CCCN1c2ccccc2Sc2ccc(C(F)(F)F)cc21,-65.9*,0.1*,3.7*,35.9,-2.8*,9.6*,16.8,-8.2*,-2.2*
CC1NC(C)c2ccc3ccccc3c2O1 (configuration not stated),109.7,110.9,101.6,104.4,85.6,111.0,101.2,99.8,116.0
C/C(=N\NC(=O)CSc1nc2ccccc2c(=O)n1CCc1ccc(S(N)(=O)=O)cc1)c1ccc(Cl)cc1,92.7,82.4,83.7,82.5,33.1,84.8,79.3,67.4,75.2
O=C(Cc1ccccc1)NNc1nc(-c2ccccc2)nc2ccccc12,112.2,102.2,93.4,87.5,nt,99.2,99.7,100.0,97.1
CCOC(=O)C(=CCC(C)C)C(=O)OCC,92.4,110.2,95.7,98.7,93.1,105.1,94.9,104.3,119.7
COc1ccc2cc(-c3nc4ccccc4o3)c(Cl)nc2c1OC,115.1,117.2,96.3,92.8,89.0,103.9,nt,102.7,105.1
COc1ccc(CSCC(NC(=O)OC(C)(C)C)C(=O)O)cc1 (configuration not stated),113.1,111.2,98.8,115.7,91.7,112.7,107.6,116.0,95.3
CNC(=O)[C@H](O)[C@@H](N)Cc1ccccc1,110.5,99.4,98.0,96.2,88.3,102.5,91.9,105.3,98.4
CSc1nc(N)c(N)c(N)n1,109.3,104.4,103.1,100.4,97.5,104.0,106.6,88.8,108.1
CNC(=O)N(C)C(=O)c1ccccc1C(=O)N(C)C(=O)NC,94.5,102.3,108.6,102.5,96.0,99.7,92.2,99.8,96.8
O=C(O)c1cccs1,105.9,101.0,106.9,102.9,98.2,107.3,98.5,100.5,100.2

# In the list so far, these have two or more sulfur atoms:
SMILES,HCC-2998,KM12,SF-539,SNB-19,SNB-75,SW-620,SF-268,HT29,SF-295
CCn1c(Cn2nc(C)cc2C)nnc1SCC(=O)Nc1ccc(S(N)(=O)=O)cc1,106.8,98.0,91.5,92.3,83.5,95.0,99.8,108.1,110.8
C/C(=N\NC(=O)CSc1nc2ccccc2c(=O)n1CCc1ccc(S(N)(=O)=O)cc1)c1ccc(Cl)cc1,92.7,82.4,83.7,82.5,33.1,84.8,79.3,67.4,75.2

# Next entries follow:
SMILES,HCC-2998,KM12,SF-539,SNB-19,SNB-75,SW-620,SF-268,HT29,SF-295
COc1ccc(CNC(=O)C2CSC3c4ccccc4C(=O)N23)cc1OC (configuration not stated),105.8,107.1,103.0,104.6,95.6,102.5,104.8,80.7,101.2
COc1ccccc1[C@H]1C(C(=O)c2ccc(Cl)cc2)C2(N[C@@H]1c1ccccc1)C(=O)Nc1ccc(Cl)cc12 (some centres not stated),-18.8*,9.7*,-16.6*,21.2,40.9,6.3*,26.3,-3.9*,2.5*
Cn1c(=O)c2[nH]c(NN)nc2n(C)c1=O,nt,118.9,111.0,109.5,89.6,97.8,107.8,105.3,108.5
COc1cccc(/C=C2\Oc3cc(OCCCN4CCCCC4)ccc3C2=O)c1,100.9,81.0,98.8,98.6,73.1,78.0,83.8,52.1,95.5
CCOC(=O)C1CC(C)=C(C)CC1C(=O)O (configuration not stated),105.8,116.4,95.8,96.1,104.9,100.3,100.4,110.0,99.5
Cc1ccc(C2CC3c4ccccc4C2C2CCCCN32)cc1 (configuration not stated),93.1,nt,91.4,87.4,69.9,106.3,90.1,90.4,78.4
Cc1cn(Cc2ccccc2Cn2cc(C)c(=O)[nH]c2=O)c(=O)[nH]c1=O,nt,130.0,93.3,104.9,112.8,96.2,181.2,103.4,359.7
CC(C)CCc1nc2ccc(NCc3ccc(OCCN4CCCCC4)cc3)cc2[nH]1,99.4,95.2,82.5,95.4,85.0,90.0,89.6,60.2,105.3
CC1CN(CCO)C(C)CN1 (configuration not stated),91.1,99.9,86.5,94.0,85.5,100.3,102.0,104.8,101.6
O=C(NC(=S)N1CCCC1)c1ccccc1,nt,110.4,nt,97.7,126.7,114.1,108.4,95.2,105.9
O=C(Cl)N(c1ccccc1)c1ccccc1,106.1,113.3,105.8,112.5,99.2,112.1,119.3,100.5,111.9
O=C(O)c1ccc(C(=O)O)o1,108.9,104.1,99.0,106.9,104.6,101.8,108.2,97.1,115.3
COc1ccc2c(c1)CCCN2c1c2ccccc2nc2ccccc12,-9.7*,5.1*,-26.4*,34.6,0.2*,24.7,33.7,8.4*,8.4*
Cc1c(C(N)=O)sc2c1c(=O)n(Cc1ccccc1)c1nnc(S(=O)(=O)CC(=O)Nc3ccc(Cl)cc3)n21,26.0,55.0,nt,64.9,nt,39.6,73.6,21.9,35.1
C=C(C)[C@@H]1CC[C@]2(CN)CC[C@]3(C)[C@H](CC[C@@H]4[C@@](C)(CCCN)[C@H](C(=C)C)CC[C@]43C)[C@@H]12,77.0,88.1,90.4,89.5,79.8,88.9,79.9,17.9,100.8
CS(=O)(=O)CC(O)(c1ccccc1)c1ccccn1 (configuration not stated),95.0,108.3,104.4,91.9,92.6,98.9,109.2,108.9,92.7
Cc1ccc(S(=O)(=O)N(C)Cc2ccccc2)cc1,101.6,108.3,114.8,95.7,91.9,98.6,101.5,99.1,107.2
COc1ccc(-c2nc3ccccn3c2/C=C2/C(=O)Nc3ccc(F)cc32)cc1,95.8,86.0,77.5,92.4,93.4,105.1,92.6,87.9,78.2
COc1ccc2c(c1)CC/C(=C\Nc1ccc(Cl)cn1)C2=O,107.0,89.6,102.1,100.1,101.3,98.4,103.4,92.0,105.3
O=C(Nc1ccc(OCc2nnc(-c3ccc(Cl)cc3)o2)c(F)c1)c1ccc(Cl)c(Cl)c1,94.3,87.6,61.5,85.5,41.3,90.4,79.8,80.1,63.2
CCOC(=O)c1c(C=O)nc2ccccc2c1/C=C/c1ccccc1,110.6,93.5,92.6,93.5,74.1,105.4,93.6,102.6,103.9
Nc1nc2c(C(=O)c3cccs3)nnn2c2cccc(Cl)c12,115.6,92.4,85.7,nt,75.5,97.3,nt,114.1,84.1
N#Cc1ccc(/C=C/c2cn(-c3ccccc3)nc2-c2cccc([N+](=O)[O-])c2)cc1,82.0,65.7,65.7,21.6,27.3,57.1,56.5,53.2,62.5
CCOC(=O)C1=C(c2ccccc2)N=C2N(c3ccccc3)N=C(C(C)=O)N2C1c1ccc(F)cc1 (configuration not stated),114.6,97.6,101.4,95.4,89.4,99.9,99.2,108.9,98.6
Clc1ccc(-c2csc(Nc3cccc(Nc4csc(-c5ccc(Cl)cc5)n4)c3)n2)cc1,89.3,67.6,82.8,85.5,96.8,86.6,79.3,88.1,90.0
CC(=O)Nc1cc2c(cc1Cl)-c1ccc(F)cc1C2O (configuration not stated),105.7,98.9,101.6,103.7,74.5,103.6,103.9,100.2,nt
CC1(C)CC[C@]2(C(=O)N[C@@H](Cc3ccccc3)C(=O)O)CC[C@]3(C)C(=CC[C@@H]4[C@@]5(C)C/C(=C/c6ccco6)C(=O)C(C)(C)[C@@H]5CC[C@]43C)[C@@H]2C1,57.5,37.6,57.7,56.2,70.3,50.6,62.7,53.0,36.0
CN(C)c1ccc(N)c2ccccc12,50.2,62.7,38.4,66.7,100.6,nt,77.0,70.5,43.4
COc1ccc(C2=CCCCC2)c(OC)c1OC,98.9,101.7,106.1,107.8,103.1,100.6,nt,98.6,89.3
C=C1C(=O)O[C@H]2[C@H]1CC/C(COC(=O)/C=C\C(=O)NCc1ccc(Cn3c(=O)sn(CCCCl)c3=O)cc1)=C\CC[C@@]1(C)O[C@@H]21,100.3,99.4,79.9,94.8,88.5,22.1,93.5,46.9,99.4
COc1c(CCC[P+](c2ccccc2)(c2ccccc2)c2ccccc2)cc2c(c1OC)OCO2,24.1,5.0*,20.2,9.6*,-3.7*,13.1,15.4,38.2,20.8
COc1cc(/C=C(\OC(C)=O)c2ccc3c(c2)OCO3)cc(OC)c1OC,93.2,98.2,97.2,96.8,nt,103.6,91.7,101.8,97.0
O=C(/C=C/c1ccccc1)c1cccs1,129.9&97.3,70.0&69.6,111.0&104.6,104.2&93.6,97.3&102.5,98.3&84.6,98.3&98.4,90.7&99.8,95.1&97.7
Nc1ccc(-c2csc(-n3[nH]c(=O)ccc3=O)n2)cc1,112.2,104.1,104.8,98.6,99.0,104.3,102.5,94.5,102.4
C=CCNC(=O)c1ccccc1SC(C)=O,119.0,107.2,104.4,92.9,76.0,103.5,102.6,83.7,104.3
CS(=O)(=O)Nc1ccc(C(=O)NC(C(=O)NO)c2ccc(C3CC3)cc2)cc1 (configuration not stated),103.7,103.9,101.0,96.9,94.2,99.7,101.4,100.4,98.0
COc1ccc2c(c1)c(-c1nc(-c3ccc4ccccc4c3)cs1)cn2C,99.5,67.4,89.0,99.8,108.5,73.4,100.2,51.3,104.3
O=CCCCOCc1ccccc1,94.2,102.2,100.6,100.3,87.8,100.4,103.1,97.2,95.1

# Copied from the list.
# Under SF-295, O=C(/C=C/c1ccccc1)c1cccs1 has 95.1&97.7
# Under HCC-2998, COc1c(CCC[P+](c2ccccc2)(c2ccccc2)c2ccccc2)cc2c(c1OC)OCO2 has 24.1
# Under SNB-19, COc1cc(/C=C(\OC(C)=O)c2ccc3c(c2)OCO3)cc(OC)c1OC has 96.8
# Under SF-539, O=CCCCOCc1ccccc1 has 100.6
# Under SF-295, COc1ccc(C2=CCCCC2)c(OC)c1OC has 89.3
# Under SW-620, C=C1C(=O)O[C@H]2[C@H]1CC/C(COC(=O)/C=C\C(=O)NCc1ccc(Cn3c(=O)sn(CCCCl)c3=O)cc1)=C\CC[C@@]1(C)O[C@@H]21 has 22.1

# Screens: PubChem, NCI
